Tau fibril ThT: blocks human tau fibril formation measured by thioflavin T. recombinant tau K18 P301L, heparin-induced fibrillization, ThT fluorescence. Potency, µM (doses to about 57.4 µM), for inactives: at the highest dose activity, negative = inhibition, hits mostly inhibitors. P10636. 270,000 tested, 2.1% active; note: % is set by controls: 0 for no effect and ±100 for the full control effect; nearly all actives have a fitted effect of over 55% in size
Target sequence (P10636 561-689 P618L limits assumed): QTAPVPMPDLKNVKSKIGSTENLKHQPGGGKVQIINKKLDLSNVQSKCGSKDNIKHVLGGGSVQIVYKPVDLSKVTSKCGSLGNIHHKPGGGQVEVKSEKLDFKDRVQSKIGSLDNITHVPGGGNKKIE
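ThT emission at 510 nm, taken 1 hr after adding 30 uM dye, quantifies aggregates formed when 20 uM heparin acts on human tau K18 P301L for 6 hr at 37 C.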
Tau fluor counter: counter-screen for tau fibril formation inhibitors | AID 1463 | Potency, µM (top dose mostly 57.7 µM), for the others: top-dose activity change, negative = decrease | 280,000 tested, 0.93% active | tau K18 P301L (four-repeat tau fragment) Alexa594 fluorescence, heparin fibrillization; note: % is set by controls: 0 for no effect and ±100 for the full control effect; nearly all actives have a fitted effect of over 55% in size
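Human K18 P301L tau (15 uM unlabeled plus 0.24 uM Alexa 594-labeled, final) in 100 mM sodium acetate pH 7 was mixed with compound and 20 uM heparin and incubated 6 hr at 37 C.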
HTT cytoprotect: cytoprotection in Huntington HTT-Q103 PC12 cell model. PC12 HTT-Q103 induced, cytoprotection, ATP luminescence, 40 h. Potency, µM (titrated, usually from 56.4 µM), without a hit: cytoprotection (ATP increase), actives largely listed as activators. 230,000 tested, 0.14% active;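 note: % of control where 0% means no effect; nearly all actives have a fitted effect of over 45% in size; toxic huntingtin expression switched on by the ecdysone agonist tebufenozide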
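Quantitative HTS on tebufenozide-induced (100 nM) PC12 cells expressing HTTQ103 exon 1–GFP; compounds tested as a concentration series; survival measured via cellular ATP.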
RECQ1 helicase: inhibitors of human RECQ1 DNA helicase. RECQ1 DNA unwinding, red fluorescence kinetic read. Potency, µM (top dose mostly 57.3 µM), without a hit: top-dose activity, negative = inhibition, actives largely listed as inhibitors. 240,000 tested, 0.54% active;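 note: plate controls were vehicle for no effect and no enzyme for full effect; nearly all actives have a fitted effect of over 30% in size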
Target sequence (P46063 whole entry, looked up): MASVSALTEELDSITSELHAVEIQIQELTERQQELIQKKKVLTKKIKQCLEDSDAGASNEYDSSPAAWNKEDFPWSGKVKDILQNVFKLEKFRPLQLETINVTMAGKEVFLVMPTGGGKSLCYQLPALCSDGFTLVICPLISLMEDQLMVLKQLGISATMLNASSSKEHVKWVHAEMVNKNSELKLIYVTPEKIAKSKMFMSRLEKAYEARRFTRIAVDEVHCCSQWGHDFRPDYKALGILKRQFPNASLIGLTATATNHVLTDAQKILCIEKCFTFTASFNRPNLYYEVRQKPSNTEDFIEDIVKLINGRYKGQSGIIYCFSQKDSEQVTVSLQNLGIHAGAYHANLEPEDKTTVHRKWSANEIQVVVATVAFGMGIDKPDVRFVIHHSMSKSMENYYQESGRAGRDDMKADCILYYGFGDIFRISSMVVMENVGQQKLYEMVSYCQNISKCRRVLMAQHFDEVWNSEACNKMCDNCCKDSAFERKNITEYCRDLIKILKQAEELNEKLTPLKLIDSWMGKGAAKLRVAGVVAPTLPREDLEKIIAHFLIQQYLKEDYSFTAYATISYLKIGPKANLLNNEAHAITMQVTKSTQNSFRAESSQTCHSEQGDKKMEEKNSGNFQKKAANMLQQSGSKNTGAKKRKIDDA
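RECQ1T1 50 nM; forked duplex (20 bp + 30-nt ss tails) 200 nM, ATP 2 mM final; pH 8.0, 2 mM MgCl2, 2.5 ug/ml poly(dI-dC); 15 min compound preincubation; discontinuous kinetic read over 2 h at RT.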
TRb-SRC2 inh: TRbeta-SRC2 interaction inhibition. P10828. TRbeta-SRC2 peptide binding, fluorescence polarization; receptor liganded with 1 µM T3. Potency, µM (series often up to 106 µM), for the others: top-dose activity change, negative = inhibition, most hits filed as inhibitors. 280,000 tested, 0.065% active. AID 1469;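 note: plate controls were bound peptide for no effect and peptide without receptor for full effect; nearly all actives have a fitted effect of over 50% in size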
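Assay buffer: 20 mM Tris-HCl, 100 mM NaCl, 10% glycerol, 1 mM EDTA, 0.01% NP-40, 1 mM DTT, 1 uM T3, 5% DMSO; TRb LBD 0.6 uM, Texas Red SRC2 20 nM; FP after 5 hr.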
L3MBTL1 block: inhibitors of human L3MBTL1. Q9Y468. AlphaScreen L3MBTL1–H3K9me1 peptide binding. Potency, µM (top dose mostly 57.1 µM), inactives show top-dose activity, negative = inhibition, usual class: inhibitors. 230,000 tested, 0.66% active. AID 485360; note: % is set by controls: 0 for no effect and ±100 for the full control effect; nearly all actives have a fitted effect of over 60% in size
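L3MBTL1 (50 nM) pre-complexed 30 min with biotinylated H3(1-15)K9me1 peptide (75 nM), then compounds added for 30 min at room temperature; AlphaScreen streptavidin donor/nickel chelate acceptor beads (10 ug/mL final) read after 30 min dark incubation.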
Tau fibril FP: inhibitors of human tau fibril formation | K18 P301L tau heparin fibrillization, Alexa594 FP, 6 h | Potency, µM (series often up to 57.7 µM), for the others: at the highest dose activity, negative = inhibition, hits mostly inhibitors | 280,000 tested, 0.39% active; note: % is set by controls: 0 for no effect and ±100 for the full control effect; nearly all actives have a fitted effect of over 55% in size
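Human tau K18 […] P301L fragment, 15 uM unlabeled plus 0.24 uM Alexa 594-labeled tau (final), with compound and 20 uM heparin in 100 mM sodium acetate pH 7; 6 hr at 37 C, then Alexa 594 FP read.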
TR SRC2 fluor cs: Texas Red fluorescence interference in TRb-SRC2 counter-screen; TRb/SRC2 Texas Red total fluorescence interference; Potency, µM (titrated, usually from 106 µM), inactives show at the highest dose fluorescence change, negative = quenching; 280,000 tested, 0.29% active; active = well fitted curve in either direction with a large enough effect; inconclusive = small, poorly fitted or top-dose-only effect; note: % is set by controls: 0 for no effect and ±100 for the full control effect
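Human TRβ ligand-binding domain (0.6 uM) and Texas Red SRC2 peptide (20 nM) in Tris buffer with 1 uM T3 and 5% DMSO were incubated with pinned compound for 5 hr at ambient temperature. Total fluorescence was computed as S + 2P (555/632 nm).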
* marks the source's active call; other numbers are inactive results; i = inactive; ? = inconclusive; / = not tested or not shown; & = joins results of further samples; [ ] = another dose, or the depositor's remark. Unless noted, calls come from the whole dose curve; as a rule, active = well fitted curve in the direction sought with a large enough effect; inconclusive = small, poorly fitted or top-dose-only effect, or another doubt; inactive = no such curve, though single readings can be large; an effect the other way counts as inactive or inconclusive. Potency is the fitted concentration of half-maximal effect. Some of the compounds tested; the hit share may differ from the screen's.

cpd | molecule | Tau fibril ThT | Tau fluor counter | HTT cytoprotect | RECQ1 helicase
1 | O=c1[nH]c(C2C3CC4CC(C3)CC2C4)nc2ccccc12 (configuration not stated) | 5% | -2% | 9%[10 µM] | 2%
2 | CSC(=NCc1ccco1)NC#N | 4% | 0% | 15%[10 µM] | 1%
3 | COc1ccc(Br)cc1/C=C/C(=O)c1ccc(NC(C)=O)cc1 | ? | -12% | 10%[10 µM] | -14%
4 | COc1ccc(CCN(Cc2ccccn2)C(=S)Nc2ccccc2C)cc1OC | -4% | -4% | -6% | -6%
5 | Cc1[nH]n(-c2cccc3ccccc23)c(=O)c1/C=N/NC(=O)c1cccc([N+](=O)[O-])c1 | ? | -23% | 7%[10 µM] | ?
6 | CC(C)CN1CCN(Cc2cnc(N3CCOCC3)s2)CC1CCO (configuration not stated) | -5% | -6% | 12%[10 µM] | i
7 | Cc1cccc(C)c1OCC(=O)N(Cc1ccccc1F)C1CCS(=O)(=O)C1 (configuration not stated) | -6% | -16% | / | /
8 | S=c1[nH]c(-c2ccc(Cl)cc2)cs1 | ? | -21% | 19% | -9%
9 | CC(C)COC(=O)C1C2C=CC3(CN(C4CCCC4)C(=O)C13)O2 (configuration not stated) | -3% | -2% | -3%[10 µM] | -5%
10 | Nc1ccc(-c2nc3ccc(N)cc3o2)cc1 | ? | -27% | -119%[inhibitor] | -9%
11 | O=C(Nc1ccc(-c2nnc(-c3ccccc3)o2)cc1)C(F)(F)F | -5% | -9% | -17% | i
12 | C=C(C)COc1ccc(-c2nc(N)nc(C)c2-c2ccc(OC)cc2)c(O)c1 | ? | ? | / | -5%
13 | CCOc1ccc(NC(=O)CSc2ncc3c(n2)-c2cc(Cl)ccc2N(C)S3(=O)=O)cc1 | -6% | -6% | / | /
14 | COc1cccc2cc(C(=O)n3ccc(C)n3)c(=O)oc12 | 1% | 3% | 19% | 0%
15 | COC(=O)c1ccc(N/N=C/c2cc([N+](=O)[O-])cc(OC)c2O)cc1 | ? | ? | 16%[10 µM] | i

cpd | TRb-SRC2 inh | L3MBTL1 block | Tau fibril FP | TR SRC2 fluor cs
1 | 2% | -3% | 2% | -1%
2 | 4% | 4% | 1% | -4%
3 | 15% | 3% | 9% | -1%
4 | -13% | ? | -2% | -1%
5 | 2% | -28% | 10% | -6%
6 | 0% | 1% | 13% | -4%
7 | -10% | / | -13% | ?
8 | -5% | ? | -7% | -1%
9 | -13% | 1% | -8% | -2%
10 | 3% | / | 11% | -7%
11 | 5% | 4% | -7% | -1%
12 | 0% | -12% | 2% | -2%
13 | 2% | / | ? | 0%
14 | 8% | / | 9% | -2%
15 | 7% | -15% | 13% | -3%

Next results
cpd | molecule | Tau fibril ThT | Tau fluor counter | HTT cytoprotect | RECQ1 helicase
16 | Cc1ccc(S(=O)(=O)Cc2ccc(C(=O)OCc3ccccc3)cc2)cc1 | ? | ? | 4% | -11%
17 | O=C(NC1=NCCS1)c1ccc2c(c1)C(=O)N(Cc1ccco1)C2=O | -10% | -12% | -3% | 0%
18 | Cc1ccc(C2c3[nH]c4ccccc4c3CCN2C(=O)c2ccc(N(C)C)cc2)cc1 (configuration not stated) | -18% | -29% | / | /
19 | CCOc1ccccc1NC(=O)c1cccc2c1C(=O)N(CCOC)C2 | -16% | -10% | -5% | -15%
20 | CC(=O)NN1C(=O)/C(=C\c2ccc(Br)o2)SC1=S | 25µM* | -25% | / | -3%
21 | CCN(CC)CCCNC(=O)Cn1nc([N+](=O)[O-])c(Cl)c1C | -2% | -6% | 19%[10 µM] | 10%
22 | CCN(CC)CCn1c(=N)n(CCO)c2ccccc21 | -6% | -2% | 5% | i
23 | CC(C)CC(OC(=O)c1cccs1)C(=O)NCC1CCCO1 (configuration not stated) | -15% | -12% | 5% | i
24 | Cc1ccc(C(=O)N/C(=C\c2cn(-c3ccccc3)nc2-c2ccccc2)C(=O)N2CCOCC2)cc1 | -14% | -8% | -22% | i
25 | O=C(COC(=O)c1cnc(Cl)c(Cl)c1)Nc1ccc(S(=O)(=O)N2CCCC2)cc1 | -5% | ? | 22%[10 µM] | -10%
26 | NC(N)=NC(N)=Nc1ccc(SC(F)(F)F)cc1 | 8% | 1% | / | -2%
27 | Cc1ccc(NC(=O)C2CCCN(C(=O)c3ccc(Cl)cc3)C2)cc1S(=O)(=O)N1CCOCC1 (configuration not stated) | -2% | -12% | -6% | -1%
28 | CC1(C(=O)Nc2cccc(Br)c2)Cc2ccccc2C(=O)O1 (configuration not stated) | 0% | -11% | / | /
29 | O=C(NCc1ccccc1)NC1(C(=O)Nc2ccc3c(c2)OCCO3)CCCCC1 | -9% | -15% | -16%[10 µM] | -2%
30 | CCOc1ccc(-c2nnc(-c3ccccc3)n2-c2ccccc2)cc1 | -20% | -7% | 26%[10 µM] | 5%

cpd | TRb-SRC2 inh | L3MBTL1 block | Tau fibril FP | TR SRC2 fluor cs
16 | -2% | / | -2% | -2%
17 | -4% | / | -5% | -8%
18 | -3% | / | -13% | -1%
19 | -8% | / | -2% | -1%
20 | 5% | ? | 11% | 8%
21 | 1% | -1% | -8% | -2%
22 | -10% | / | ? | -8%
23 | -2% | -1% | -8% | 2%
24 | -6% | 3% | -5% | 1%
25 | 3% | 8% | ? | 0%
26 | 0% | 8% | -9% | -1%
27 | 2% | 5% | -3% | -2%
28 | -3% | / | 2% | -2%
29 | -14% | -1% | -5% | 0%
30 | -1% | -1% | 4% | -4%

Additional results.
cpd | molecule | Tau fibril ThT | Tau fluor counter | HTT cytoprotect | RECQ1 helicase
31 | Cc1ccc(S(=O)(=O)N2CCN(S(=O)(=O)c3ccc4c(c3)OCCO4)CC2)cc1 | 2% | 4% | -32% | 7%
32 | CCOc1ccc(C(=O)N/N=C/c2c(C)[nH]c(=O)[nH]c2=O)cc1 | / | 1% | 7%[10 µM] | -6%
33 | O=c1c2nncn2c2cccnc2n1CCNc1ncc(C(F)(F)F)cc1Cl | -5% | -10% | 19%[10 µM] | -1%
34 | CCOC(=O)CC(=O)CSc1ncnc2c1cnn2-c1ccccc1 | ? | -24% | -47%[inhibitor][10 µM] | -5%
35 | O=C(Nc1ccccc1F)NC1CC1 | -1% | -1% | -10%[10 µM] | -1%
36 | CCc1nc(NCC2CCCO2)c2oc3ccccc3c2n1 (configuration not stated) | -5% | 2% | -22% | i
37 | Cc1ccc(Nc2cc(C(=O)NC3CCCC3)c3ccccc3n2)cc1C | -8% | ? | / | /
38 | CCc1cc(Br)ccc1NC(=O)C1CCCO1 (configuration not stated) | -5% | 1% | -1% | i
39 | COc1ccc(CN2CCCN(CC(=O)Nc3cc(C)ccc3C)S2(=O)=O)cc1 | -8% | -12% | / | /
40 | O=C(CN(C(=O)CSc1nnc(COc2ccccc2)o1)c1ccc(F)cc1)NC1CCCCC1 | -7% | -2% | -25% | -4%
41 | Cc1nn(C(=O)COc2ccccc2Br)c(C)c1Sc1ccccc1 | -15% | -9% | / | /
42 | COc1ccc2cc3cc(C(=O)N4CCN(c5cccc(Cl)c5)CC4)sc3nc2c1 | -5% | -6% | / | /
43 | COc1ccc(NC(=O)Nc2c[nH]c(=O)[nH]c2=O)c(OC)c1 | -7% | -4% | / | /
44 | CCC(C)NCCOc1cc(C)cc(C)c1C (configuration not stated) | -7% | 3% | -53%[inhibitor] | -4%
45 | CN(C)S(=O)(=O)N1CCN(C(=O)c2ccccc2)CC1 | -3% | -8% | 4% | i

cpd | TRb-SRC2 inh | L3MBTL1 block | Tau fibril FP | TR SRC2 fluor cs
31 | -7% | 11% | 0% | 1%
32 | 4% | / | -5% | 1%
33 | 5% | / | -9% | -1%
34 | 8% | 3% | -9% | 2%
35 | 3% | 18% | 1% | 0%
36 | -12% | 3% | 7% | -1%
37 | -4% | / | 10% | 2%
38 | -5% | -3% | -5% | -3%
39 | 0% | / | -9% | -3%
40 | -4% | 18%[11.4 µM] | 5% | -1%
41 | -7% | / | -5% | -2%
42 | 5% | / | 4% | 0%
43 | 2% | / | -12% | -2%
44 | 2% | -2% | 4% | 0%
45 | 0% | / | 1% | 1%

Reprinted from the part before: 5 compounds; new compounds follow.
cpd | molecule | Tau fibril ThT | Tau fluor counter | HTT cytoprotect | RECQ1 helicase
41 | Cc1nn(C(=O)COc2ccccc2Br)c(C)c1Sc1ccccc1 | -15% | -9% | / | /
42 | COc1ccc2cc3cc(C(=O)N4CCN(c5cccc(Cl)c5)CC4)sc3nc2c1 | -5% | -6% | / | /
43 | COc1ccc(NC(=O)Nc2c[nH]c(=O)[nH]c2=O)c(OC)c1 | -7% | -4% | / | /
44 | CCC(C)NCCOc1cc(C)cc(C)c1C (configuration not stated) | -7% | 3% | -53%[inhibitor] | -4%
45 | CN(C)S(=O)(=O)N1CCN(C(=O)c2ccccc2)CC1 | -3% | -8% | 4% | i
46 | CC(/C=N/NC(=O)c1cc(-c2ccncc2)nc2ccccc12)=C\c1ccco1 | ? | ? | -111%[inhibitor] | -14%
47 | CO/N=C/C(C#N)=C/c1ccc(OC)cc1 | ? | -7% | -41%[inhibitor] | -2%
48 | CC(=O)N1CCN(c2ccc(NC(=S)NC(=O)c3ccccc3)cc2)CC1 | ? | 7% | 28%[10 µM] | -5%
49 | O=C1CCN(C(=O)c2ccc(Cl)cc2)N1 | 1% | 1% | -2% | 0%
50 | CC1=Nc2cc(C(=O)NCc3ccco3)ccc2Sc2ccc(C)cc21 | -5% | -9% | -63%[inhibitor][10 µM] | -3%
51 | NC(=NCCCCCCN=C(N)/N=C(\N)Nc1ccc(Cl)cc1)/N=C(\N)Nc1ccc(Cl)cc1 | ? | ? | -98%[inhibitor] | 7%

cpd | TRb-SRC2 inh | L3MBTL1 block | Tau fibril FP | TR SRC2 fluor cs
41 | -7% | / | -5% | -2%
42 | 5% | / | 4% | 0%
43 | 2% | / | -12% | -2%
44 | 2% | -2% | 4% | 0%
45 | 0% | / | 1% | 1%
46 | 5% | -2% | -5% | -1%
47 | 4% | / | 7% | -2%
48 | 2% | 3% | 6% | 4%
49 | -1% | -18% | 3% | -2%
50 | -5% | -16% | 4% | 0%
51 | 9%[201 µM] | 2%&-2% | ? | -1%[201 µM]

Screens: PubChem BioAssay, National Center for Advancing Translational Sciences (NCATS)
